Screens (PubChem)
Shiga toxin inh – Shiga toxin inhibition | Vero cells, Shiga toxin protein synthesis inhibition reporter | inhibition, % at 38.7 µM | 290,000 compounds, 9.2% hits | AID 2315; in the data active = inhibition mostly above about 28%, no sharp cut-off; inactive = mostly below about 43%; note: 0% is about no effect
Giardia FBPA inh – blocks Giardia fructose-bisphosphate aldolase activity. A8B2U2. purified Giardia FBPA. Potency, µM (doses to about 59.6 µM), inactives show at the highest dose activity, negative = inhibition, most hits filed as inhibitors. 290,000 compounds, 0.71% hits. AID 2451; note: potency is the fitted concentration of half-maximal effect; % is set by controls: 0 for no effect and ±100 for the full control effect; nearly all actives have a fitted effect of over 55% in size
Target sequence (A8B2U2 whole entry, looked up): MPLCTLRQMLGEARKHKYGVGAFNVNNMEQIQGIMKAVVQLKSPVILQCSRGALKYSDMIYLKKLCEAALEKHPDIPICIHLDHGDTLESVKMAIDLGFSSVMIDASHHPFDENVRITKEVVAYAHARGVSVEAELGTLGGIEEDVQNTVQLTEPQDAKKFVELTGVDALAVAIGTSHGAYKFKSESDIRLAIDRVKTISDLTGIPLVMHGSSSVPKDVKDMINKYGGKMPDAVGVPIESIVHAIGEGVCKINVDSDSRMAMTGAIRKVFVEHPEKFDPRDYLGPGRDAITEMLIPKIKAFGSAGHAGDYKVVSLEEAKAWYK
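Giardia FBPA (40 nM reagent) was preincubated 10 min at RT with compound (up to 57.5 uM final), then substrate plus GAPDH/TPI/NAD/arsenate coupling system with diaphorase/resazurin was added; resorufin fluorescence (525/598 nm) was read after 20 min.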
Pf growth 48h – inhibits P. falciparum growth in the first generation, 48 h. 310,000 compounds, 5.9% hits. P. falciparum luciferase growth in erythrocytes, 48 h. AID 504832. Potency, µM (titrated, usually from 28.7 µM), inactives show at the top dose activity change, negative = inhibition, most hits filed as inhibitors; note: potency is the fitted concentration of half-maximal effect; % is set by controls: 0 for no effect and ±100 for the full control effect
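Cell-based growth assay: transgenic P. falciparum expressing firefly luciferase, cultured in red cells within RPMI 1640 containing 0.5% w/v Albumax, 24 mM bicarbonate and gentamycin. A drop in luciferase activity indicates inhibition.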
HCV inh – HCV inhibition | Huh7.5.1 HCVcc-Cre infection, luciferase reporter, 44 h | 340,000 compounds, 3.4% hits | Potency, µM (titrated, usually from 41.8 µM), for the others: at the top dose activity change, negative = inhibition, most hits filed as inhibitors; note: potency is the fitted concentration of half-maximal effect; % is set by controls: 0 for no effect and ±100 for the full control effect
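Cells seeded at 1,000/well and cultured 4 h, then compounds added followed by HCVcc-Cre virus (~0.5 moi). After 44 h further culture, luciferase substrate was added, plates held 15 min at room temperature, and luminescence read for 15 sec.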
Pf growth 96h – P. falciparum growth inhibition at 96 hours; AID 504834; P. falciparum luciferase reporter growth, 96 h; 320,000 compounds, 6.9% hits; Potency, µM (doses to about 28.7 µM), inactives show at the highest dose activity change, negative = inhibition, actives largely listed as inhibitors; note: potency is the fitted concentration of half-maximal effect; % is set by controls: 0 for no effect and ±100 for the full control effect
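Luminescence readout: decreased luciferase signal marks inhibited growth of reporter-expressing P. falciparum in infected red cells (2% hematocrit, 0.05% parasitemia final), exposed to compound two generations (96 h, 37 C, 5% CO2).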
Cycloheximide cs – affects cycloheximide protein synthesis inhibition readout, counter-screen; cell reporter, cycloheximide protein synthesis inhibition counterscreen; AID 2314; max response, %; 300,000 compounds, 12% hits; in the data active = max response mostly above about 13%, no sharp cut-off; inactive = mostly below about 14%; note: read at 38.3 µM for the half of the compounds with a filed dose; 0% is about no effect
Starred values were filed as active, the others as inactive; [ ] = remark or other dose. Unless noted, calls come from the whole dose curve; as a rule, active = well fitted curve in the direction sought with a large enough effect; inconclusive = small, poorly fitted or top-dose-only effect, or another doubt; inactive = no such curve, though single readings can be large; an effect the other way counts as inactive or inconclusive. Random draw from the library; about 24% have a hit in one of these screens.

How did COc1cc2c(cc1OC)C(C)N(C(=O)c1nccnc1C(=O)O)CC2 (stereo unspecified) do in these assays?
Shiga toxin inh: -7; Giardia FBPA inh: inconclusive; Pf growth 48h: 10%; HCV inh: 7%; Pf growth 96h: 10%; Cycloheximide cs: -1

Results for Oc1csc(Cc2nc(-c3ccc(-c4ccccc4)cc3)cs2)n1 ?
Shiga toxin inh: 53*; Giardia FBPA inh: 4%; Pf growth 48h: 61%[activator]; HCV inh: 3%; Pf growth 96h: 4%; Cycloheximide cs: 27*

What do the screens show for `C(=N\N(c1ccccc1)c1ccccc1)/c1ccc2c(c1)OCO2`?
Shiga toxin inh: -13; Giardia FBPA inh: 0%; Pf growth 48h: inconclusive; HCV inh: -22%; Pf growth 96h: inconclusive; Cycloheximide cs: -2

What do the screens show for `CCc1ccc(C(C(=O)NCc2ccc(OC)cc2)N(CCOC)C(=O)Cc2cccs2)cc1` (stereo unspecified)?
Shiga toxin inh: -12; Giardia FBPA inh: -4%; Pf growth 48h: 4.1µM*; HCV inh: -27%; Pf growth 96h: 1.5µM*; Cycloheximide cs: 2

How did COc1ccc(-c2nc(CN3CCN(c4ncnc5ccccc45)CC3)c(C)o2)c(OC)c1 do in these assays?
Shiga toxin inh: 17; Giardia FBPA inh: 0%; Pf growth 48h: inconclusive; HCV inh: 5µM*; Pf growth 96h: 8%; Cycloheximide cs: -4

How did CCOC(=O)N1CCC(N2C(=O)c3ccccc3C2Nc2cccnc2)CC1 (stereo unspecified) do in these assays?
Shiga toxin inh: -8; Giardia FBPA inh: -11%; Pf growth 48h: -15%; HCV inh: 1%; Pf growth 96h: -2%; Cycloheximide cs: -1

How did CCOC(=O)c1ccc(Oc2nc(OC)nc(N(C)C)n2)cc1 do in these assays?
Shiga toxin inh: 12; Giardia FBPA inh: 1%; Pf growth 48h: -17%; HCV inh: -11%; Cycloheximide cs: 2

What do the screens show for `Cc1cc(NC(=O)CCC(=O)N(Cc2ccccc2)C2(C(=O)NC3CCCCC3)CCCC2)no1`?
Shiga toxin inh: -10; Giardia FBPA inh: -9%; Pf growth 48h: 9.3µM*; HCV inh: -4%; Pf growth 96h: inconclusive; Cycloheximide cs: 7

How did O=C(N/N=C/c1ccc([N+](=O)[O-])cc1)c1ccc(NS(=O)(=O)c2cccs2)cc1 do in these assays?
Pf growth 48h: inconclusive; HCV inh: -20%; Pf growth 96h: inconclusive

How did Cc1csc(SC(C)C(=O)NC2CCCCC2C)n1 (stereo unspecified) do in these assays?
Pf growth 48h: inconclusive; HCV inh: 2%; Pf growth 96h: 8%

How did COc1ccccc1S(=O)(=O)CC(O)COc1ccc(C#N)cc1 (stereo unspecified) do in these assays?
Shiga toxin inh: 24; Giardia FBPA inh: 5%; Pf growth 48h: 22%; HCV inh: 27%; Pf growth 96h: 22%; Cycloheximide cs: 12

How did O=C(Nc1ccc2oc(-c3ccccc3F)nc2c1)c1ccc2c(c1)OCCO2 do in these assays?
Shiga toxin inh: 72*; Giardia FBPA inh: -9%; Pf growth 48h: -6%; HCV inh: inconclusive; Pf growth 96h: 5%; Cycloheximide cs: 28*

How did COCCNc1oc(-c2ccc(F)cc2)nc1C#N do in these assays?
Shiga toxin inh: 33; Giardia FBPA inh: 2%; Pf growth 48h: 73%[activator]; HCV inh: -11%; Pf growth 96h: 51%[activator]; Cycloheximide cs: 15

What do the screens show for `O=C(NN=C1CCCCCCC1)c1ccc(F)cc1`?
Shiga toxin inh: 76*; Giardia FBPA inh: -5%; Pf growth 48h: -9%; HCV inh: 23%; Pf growth 96h: 4%; Cycloheximide cs: 24*

Results for O=C(CCc1ccccc1)Nc1ccc(F)cc1F ?
Shiga toxin inh: 67*; Giardia FBPA inh: 1%; Pf growth 48h: 62%[activator]; HCV inh: -14%; Cycloheximide cs: 23*

4 structures from above, arranged by formula weight, highest first.
How did CCOC(=O)N1CCC(N2C(=O)c3ccccc3C2Nc2cccnc2)CC1 (stereo unspecified) do in these assays?
Shiga toxin inh: -8; Giardia FBPA inh: -11%; Pf growth 48h: -15%; HCV inh: 1%; Pf growth 96h: -2%; Cycloheximide cs: -1

Results for Oc1csc(Cc2nc(-c3ccc(-c4ccccc4)cc3)cs2)n1 ?
Shiga toxin inh: 53*; Giardia FBPA inh: 4%; Pf growth 48h: 61%[activator]; HCV inh: 3%; Pf growth 96h: 4%; Cycloheximide cs: 27*

What do the screens show for `O=C(NN=C1CCCCCCC1)c1ccc(F)cc1`?
Shiga toxin inh: 76*; Giardia FBPA inh: -5%; Pf growth 48h: -9%; HCV inh: 23%; Pf growth 96h: 4%; Cycloheximide cs: 24*

Results for O=C(CCc1ccccc1)Nc1ccc(F)cc1F ?
Shiga toxin inh: 67*; Giardia FBPA inh: 1%; Pf growth 48h: 62%[activator]; HCV inh: -14%; Cycloheximide cs: 23*

(more compounds)
What do the screens show for `Cc1ccc(-c2nc(-c3ccccc3)no2)cc1`?
Shiga toxin inh: 64*; Giardia FBPA inh: 6%; HCV inh: 10%; Pf growth 96h: 371%[activator]; Cycloheximide cs: 38*

How did O=C1N(c2ccccc2)C(=Nc2ccccc2)SC12CC2 do in these assays?
Shiga toxin inh: -5; Giardia FBPA inh: 10%; Pf growth 48h: inconclusive; HCV inh: 7%; Pf growth 96h: -27%; Cycloheximide cs: 1

Results for O=C(C1=C[C@@H](c2ccc(Br)cc2)C[C@@H](OCc2ccc(CO)cc2)O1)N1CCN(Cc2ccc3c(c2)OCO3)CC1 ?
Shiga toxin inh: -19; Giardia FBPA inh: -4%; Pf growth 48h: inconclusive; HCV inh: inconclusive; Pf growth 96h: 15µM*; Cycloheximide cs: -2

What do the screens show for `CCOc1cc(C(=O)OCC(=O)Nc2c(C)cccc2C)ccc1OCC(=O)N1CCOCC1`?
Shiga toxin inh: 1; Giardia FBPA inh: 6%; Pf growth 48h: -9%; HCV inh: 0%; Pf growth 96h: 21%; Cycloheximide cs: -3

Results for CCOC(=O)N1CCC(NC(=O)Cn2nc(-c3ccccc3)ccc2=O)CC1 ?
Shiga toxin inh: -7; Giardia FBPA inh: 4%; Pf growth 48h: -6%; HCV inh: -27%; Pf growth 96h: 9.3µM*; Cycloheximide cs: -3

How did CCNc1nc(NCC)n2c(SCC(=O)Nc3ccc(OC(F)F)cc3)nnc2n1 do in these assays?
Pf growth 48h: inconclusive; HCV inh: -8%; Pf growth 96h: inconclusive

What do the screens show for `CC(=O)NCCC1CCCCN1Cc1nc(Cc2cccc(C(F)(F)F)c2)no1` (stereo unspecified)?
Shiga toxin inh: -1; Giardia FBPA inh: 2%; Pf growth 48h: 9%; HCV inh: 6%; Pf growth 96h: 1%; Cycloheximide cs: 2

What do the screens show for `COc1ccc(CNC(=O)Nc2cccc(C)c2)cc1`?
Shiga toxin inh: 78; Giardia FBPA inh: 3%; Pf growth 48h: 125%[activator]; HCV inh: 0%; Pf growth 96h: 15%; Cycloheximide cs: 22*

What do the screens show for `Cc1ccc(CC(=O)Nc2ccc(C(=O)N3CCCCC3)cc2)cc1`?
Shiga toxin inh: 22; Pf growth 48h: 45%[activator]; HCV inh: 4%; Pf growth 96h: 1%; Cycloheximide cs: 9

How did CC(CCc1ccccc1)NC(=O)c1ccccc1Cl (stereo unspecified) do in these assays?
Giardia FBPA inh: -1%; Pf growth 48h: inconclusive; HCV inh: 15%; Pf growth 96h: 9.3µM*; Cycloheximide cs: 10

Results for COc1ccc(S(=O)(=O)N2CCCCC2C)cc1 (stereo unspecified) ?
Shiga toxin inh: -7; Giardia FBPA inh: 5%; Pf growth 48h: 0%; HCV inh: 6%; Pf growth 96h: -114%; Cycloheximide cs: -5

Results for COc1cc(C(=O)NCc2nnc(SCC(=O)NCCc3ccccc3)o2)cc(OC)c1OC ?
Shiga toxin inh: 16; Pf growth 48h: -4%; HCV inh: inconclusive; Pf growth 96h: -15%; Cycloheximide cs: -3

What do the screens show for `O=C(COc1ccccc1)N1N=C(c2cccnc2)CC1(O)C(F)(F)F` (stereo unspecified)?
Shiga toxin inh: -19; Giardia FBPA inh: 0%; Pf growth 48h: inconclusive; HCV inh: 19%; Pf growth 96h: 0.93µM*; Cycloheximide cs: -2

Results for Cc1ccc(NC(=O)C2CCCN2C(=O)NC2CCCCC2)cc1C (stereo unspecified) ?
Shiga toxin inh: -8; Giardia FBPA inh: 4%; Pf growth 48h: 22%; HCV inh: 2%; Pf growth 96h: 5%; Cycloheximide cs: 2

Results for Cc1ccc(OCc2cc(C(=O)N(C)CCc3nc4ccccc4[nH]3)no2)cc1C ?
Shiga toxin inh: 22; Giardia FBPA inh: 5%; Pf growth 48h: inconclusive; HCV inh: inconclusive; Pf growth 96h: 63%[activator]; Cycloheximide cs: 27*

Results for COc1ccc(C(=O)COC(=O)COc2ccc(C)c(C)c2)cc1 ?
Shiga toxin inh: 1; Giardia FBPA inh: -5%; Pf growth 48h: 10%; HCV inh: 27%; Pf growth 96h: -5%; Cycloheximide cs: -2

What do the screens show for `COc1ccccc1CN1CCNC(=O)C1CC(=O)NCCOc1cccnc1` (stereo unspecified)?
Shiga toxin inh: -3; Giardia FBPA inh: -14%; Pf growth 48h: 31%[activator]; HCV inh: -2%; Pf growth 96h: inconclusive; Cycloheximide cs: -2

What do the screens show for `O=C(CC(=O)Nc1cccc(Cl)c1Cl)Nc1cccc(Cl)c1Cl`?
Shiga toxin inh: 18; Giardia FBPA inh: 14%; HCV inh: -2%; Pf growth 96h: -6%; Cycloheximide cs: 0

What do the screens show for `C=CCN(CC(=O)Nc1c(C)cccc1CC)C(=O)SCCC`?
Shiga toxin inh: -8; Giardia FBPA inh: 0%; Pf growth 48h: 4%; HCV inh: 0%; Cycloheximide cs: -3

Results for Cc1nnc(N/N=C/c2cccc(OCc3ccc(Cl)c(Cl)c3)c2)n1N ?
Shiga toxin inh: 47*; Giardia FBPA inh: 18µM*; Pf growth 48h: 13µM*; HCV inh: -17%; Pf growth 96h: inconclusive; Cycloheximide cs: 39*

How did COc1ccc(/C=N/OCC(=O)Nc2ccc3c(c2)OCO3)c(OC)c1 do in these assays?
Shiga toxin inh: -6; Giardia FBPA inh: -5%; Pf growth 48h: 9%; HCV inh: inconclusive; Pf growth 96h: -5%; Cycloheximide cs: -3

Results for Cc1cc(N/N=C/c2ccco2)c2ccccc2n1 ?
Shiga toxin inh: 61; Giardia FBPA inh: 4%; Pf growth 48h: 19%; HCV inh: inconclusive; Pf growth 96h: 22%; Cycloheximide cs: 7

What do the screens show for `O=C1NC(=O)C(=Cc2cc3c(cc2[N+](=O)[O-])OCO3)C(=O)N1`?
Shiga toxin inh: -15; Giardia FBPA inh: -26%; Pf growth 48h: 21%; HCV inh: 1%; Pf growth 96h: 0%; Cycloheximide cs: 2

Results for Cn1nc(C(=O)NCCc2ccc(S(N)(=O)=O)cc2)c2ccccc2c1=O ?
Shiga toxin inh: -7; Giardia FBPA inh: 3%; Pf growth 48h: 34%[activator]; HCV inh: 5%; Pf growth 96h: 18%; Cycloheximide cs: -3

What do the screens show for `Cn1nnnc1NCc1cccc(Cl)c1Cl`?
Shiga toxin inh: -8; Giardia FBPA inh: 1%; Pf growth 48h: 1%; HCV inh: 12%; Pf growth 96h: -11%; Cycloheximide cs: -3

Results for CCNC(=S)N1CCN(c2nc(-c3cccc(OC)c3)cs2)CC1 ?
Shiga toxin inh: 13; Giardia FBPA inh: -4%; Pf growth 48h: inconclusive; HCV inh: inconclusive; Pf growth 96h: 10µM*; Cycloheximide cs: -2

How did CCOc1ccc(N(CC(=O)NC(C)(C)C)C(=O)c2ccco2)cc1 do in these assays?
Shiga toxin inh: -18; Giardia FBPA inh: -6%; Pf growth 48h: -14%; HCV inh: 21%; Pf growth 96h: -7%; Cycloheximide cs: -1
